From PubChem BioAssay
All columns: NCI-60 one-dose screen, growth in % after 48 h at 10 µM unless noted; 100 = growth as untreated, 0 = no growth, -100 = all killed.
SR: SR leukemia cells; hit rate 8.7% among 73,000; AID 1794780
A549/ATCC: A549/ATCC NSCLC | AID 1794740 | hit rate 3.7% among 81,000
HOP-92: HOP-92 NSCLC cells | hit rate 6.3% among 71,000
EKVX: EKVX NSCLC | hit rate 3% among 71,000 | AID 1794765
CCRF-CEM: CCRF-CEM leukemia | hit rate 7% among 77,000 | AID 1794778
MOLT-4: MOLT-4 leukemia cells; hit rate 6.9% among 80,000
RPMI-8226: RPMI-8226 leukemia cells | hit rate 7.5% among 77,000 | AID 1794781
HOP-62: HOP-62 NSCLC | hit rate 3.9% among 80,000
The depositor's hits bear a star; . = no result given; & = joins results of further samples. Rule for the calls: active = growth percent below 10; inactive = the rest.

SMILES	SR	A549/ATCC	HOP-92	EKVX	CCRF-CEM	MOLT-4	RPMI-8226	HOP-62
N#CSCc1ccc(CSC#N)c(Cl)c1	6.8*	76	4.8*	91	19	29	42	129
CC(C)c1ccc(Cc2ccc(O)cc2)cc1	105	97	83	114	103	108	100	113
COc1ccc(C(=O)/C=C/c2cc3ccccc3n3nnnc23)cc1	92	105	109	100	101	103	99	103
c1ccc(-c2noc3ncnc(Nc4ccc(Oc5cccc6ccccc56)cc4)c23)cc1	89	82	83	95	65	80	89	98
COc1ccc(Cn2ccc3c2-c2oncc2CC3)cc1	86	92	77	95	95	89	72	.
Clc1nc(Cl)c2c(ncn2C/C=C\Cn2cnc3c(Cl)nc(Cl)nc32)n1	-66*	-79*	.	-80*	-81*	-59*	.	11
O=C(O)c1ccc2c(c1)C(=O)c1ccccc1C2=O	86	.	94	102	108	94	102	91
Cn1c(=O)c2c(ncn2CCC(=O)Nc2ccccc2)n(C)c1=O	108	89	90	104	100	114	99	99
O=C1[C@@H]2Cc3c([nH]c4ccccc34)[C@@H](c3ccc(Cl)cc3)N2C(=O)CN1C1CCN(Cc2ccccc2)CC1	-25*	39	11	55	20	13	19	61
O=Cc1ccc2cc1OCC#C/C=C\C#CCO2	118	96	.	108	81	117	91	116
COc1cccc(-c2nc(SCC(=O)Nc3ccc(C(=O)/C=C/c4ccc(OC)c(OC)c4)cc3)[nH]c(=O)c2C#N)c1	61	91	93	88	90	75	93	94
O=c1[nH]c2ccccc2cc1-c1nnc(COc2ccc3ccccc3c2)o1	100	102	102	.	98	94	104	94
CC(=O)OCCC[n+]1ccc(SCC(=O)n2ccc3ccccc32)c2ccccc21	94	100	114	87	102	91	96	91
CC(C)(C)c1ccc(OC(=O)c2ccccc2O)cc1	105	98	90	102	92	102	103	84
Cc1ccc(-c2cc3nc(C(Cl)Cl)nc(C)n3n2)cc1	113	108	110	92	98	103	95	92
COc1ccc(CC(N)(C(=O)O)c2ccccc2)cc1 (stereo not given)	90	102	102	103	90	97	96	.
CCOc1ccc(NC(=O)CC2SC(=Nc3ccc(Cl)cc3)NC2=O)cc1 (stereo not given)	100	103	83	107	17	108	91	103
O=c1[nH]c2ccccc2cc1-c1nnc(-c2ccccc2O)o1	86	103	102	.	96	83	91	95
CC(=O)Nc1ccc2c(c1)/C(=C/C=C/c1ccc(N(C)C)cc1)c1ccccc1-2	46	71	88	81	70	65	94	74
COc1cc(OC)c(/C=C\C(=O)c2ccccc2O)c(OC)c1	65	85	74	105	79	86	83	98

Retrieved one by one from above:
SMILES	SR	A549/ATCC	HOP-92	EKVX	CCRF-CEM	MOLT-4	RPMI-8226	HOP-62
O=Cc1ccc2cc1OCC#C/C=C\C#CCO2	118	96	.	108	81	117	91	116
CC(C)c1ccc(Cc2ccc(O)cc2)cc1	105	97	83	114	103	108	100	113
Cc1ccc(-c2cc3nc(C(Cl)Cl)nc(C)n3n2)cc1	113	108	110	92	98	103	95	92
c1ccc(-c2noc3ncnc(Nc4ccc(Oc5cccc6ccccc56)cc4)c23)cc1	89	82	83	95	65	80	89	98
O=c1[nH]c2ccccc2cc1-c1nnc(-c2ccccc2O)o1	86	103	102	.	96	83	91	95
COc1cc(OC)c(/C=C\C(=O)c2ccccc2O)c(OC)c1	65	85	74	105	79	86	83	98

An excerpt of these results, as labelled records:
Compound: COc1cc(OC)c(/C=C\C(=O)c2ccccc2O)c(OC)c1
  SR: 65 | A549/ATCC: 85 | HOP-92: 74 | EKVX: 105 | CCRF-CEM: 79 | MOLT-4: 86 | RPMI-8226: 83 | HOP-62: 98

Compound: COc1cccc(-c2nc(SCC(=O)Nc3ccc(C(=O)/C=C/c4ccc(OC)c(OC)c4)cc3)[nH]c(=O)c2C#N)c1
  SR: 61 | A549/ATCC: 91 | HOP-92: 93 | EKVX: 88 | CCRF-CEM: 90 | MOLT-4: 75 | RPMI-8226: 93 | HOP-62: 94

Compound: CC(=O)OCCC[n+]1ccc(SCC(=O)n2ccc3ccccc32)c2ccccc21
  SR: 94 | A549/ATCC: 100 | HOP-92: 114 | EKVX: 87 | CCRF-CEM: 102 | MOLT-4: 91 | RPMI-8226: 96 | HOP-62: 91

Compound: COc1ccc(C(=O)/C=C/c2cc3ccccc3n3nnnc23)cc1
  SR: 92 | A549/ATCC: 105 | HOP-92: 109 | EKVX: 100 | CCRF-CEM: 101 | MOLT-4: 103 | RPMI-8226: 99 | HOP-62: 103

(continued)
SMILES	SR	A549/ATCC	HOP-92	EKVX	CCRF-CEM	MOLT-4	RPMI-8226	HOP-62
c1ccc2c(c1)CCc1c(-c3noc4c3CCc3ccccc3-4)noc1-2	107	103	95	89	102	111	104	91
O=C(Nc1ccccc1C1=NCC(CO)O1)c1ccc(Cl)c(Cl)c1 (stereo not given)	109	94	89	93	102	99	101	93
COc1ccc(/C=C/C(C)=N/OCC(=O)Nc2ccc(Cl)cc2)cc1	36	39	.	.	28	30	25	84
CCN(CC)CCOC(=O)C(c1ccccc1)(c1ccccc1)C(C)C	84	80	78	82	86	87	96	83
N#Cc1c(Nc2ccc(Cl)cc2)nn2c(-c3ccc(F)cc3)c(-c3nc4ccccc4s3)c(N)nc12	87	108	105	81	101	100	100	103
COC(=O)c1c2c(c(C)[n+]([O-])c1C)C(=O)C=CC2=O	20	16	46	98	0.6*	-1.8*	-25*	-65*
COc1cc(/C=C/C(=O)c2cccc(B(O)O)c2)cc(OC)c1	66	71	75	77	57	74	59	111
CCN(c1ccc(C(=O)N2CCN(c3ccccc3)CC2)cc1)S(C)(=O)=O	90	105	.	.	100	96	102	104
COc1ccc(-c2ccc3ncc(C#N)c(Nc4ccc(F)c(Cl)c4)c3c2)cn1	48	67	45	57	90	84	94	44
CC(C)=CCc1c(O)c(CC=C(C)C)c2c(c1O)C(=O)C1=C[C@@H]3C[C@H]4C(C)(C)O[C@@](C/C=C(\C)C(=O)O)(C3=O)[C@@]14O2	-4.4*	5.0*	-22*	-3.0*	1.8*	1.9*	-23*	-14*
CCOC(=O)C(C#N)C1CCCC(C)CC1 (stereo not given)	104	100	98	.	.	99	107	91
CCCc1cc(NC)nc(SCC)n1	109	99	87	100	105	107	.	93
O=C(/C=C/Nc1nnc(SCc2ccccc2)s1)c1cc2cc(Br)ccc2oc1=O	92	101	.	113	81	97	105	80
O=[N+]([O-])c1ccc(COP(=O)(OCc2ccc([N+](=O)[O-])cc2)OCc2ccc([N+](=O)[O-])cc2)cc1	106	96	95	96	91	107	92	105
CCCC(C)c1cc(Cc2cc(Cl)cc(Cl)c2O)c(O)c(Cc2cc(Cl)cc(Cl)c2O)c1 (stereo not given)	6.0*	15	-19*	6.2*	6.8*	-8.7*	-2.6*	.
Cc1nn(-c2ccccc2)c2nc(C)n(Cc3ccccc3)c(=O)c12	.	103	84	86	95	84	93	95
COc1cc(S(N)(=O)=O)c(OC)cc1N	.	124	115	152	117	.	.	89
CN(C)CC1(C)COC(c2ccccc2)(c2ccccc2)OC1	104	100	114	102	99	105	105	99
c1ccc(CCc2cccnc2)cc1	98	98	.	107	110	103	.	108
O=[N+]([O-])c1cc2ccccc2nc1-c1ccccc1	91	100	.	119	115	108	110	114
CN(C)Cc1cc(C(=O)/C=C/c2ccc(N)cc2)cc(CN(C)C)c1O	.	108	101	147	105	111	128	118
CCN(CC)CCOC(=O)c1ccc(N)cc1O	103	104	99	107	101	110	108	105
C=CCON(CC=C)C(=O)O	94	104	81	109	98	103	105	94
Cc1c(Cl)cc(N2C(=O)c3cccc4cccc(c34)C2=O)cc1Cl	.	102	116	105	102	96	99	92
COc1ccc(N/C=C/C2=[N+](C)c3ccccc3C2(C)C)c(OC)c1	101	93	70	.	91	104	82	93
O=C(c1cc(-c2ccccc2)nc2ccccc12)N1N=C(c2ccc(Cl)cc2)CC1c1cc(-c2ccccc2)nn1-c1ccccc1 (stereo not given)	85	92	86	83	88	75	94	70
CC1(C)CCC(S(=O)(=O)c2ccc3c(c2)/C(=N\O)c2cc(S(=O)(=O)N4CCN(c5ccc(F)cc5O)CC4)ccc2-3)CC1	-48*	-93*	-50*	-53*	-63*	-72*	-46*	-88*
COC1O[C@@H]2O[C@]3(C)CC[C@H]4[C@H](C)CC[C@@H]([C@H]1C)[C@@]24OO3 (stereo not given in full)	84	101	86	94	97	74	97	.
O=c1cc(-c2ccccc2)oc2c(O)c(O)ccc12	37	55	7.5*	90	42	56	46	53
Cc1cccc2c(C(=O)O)cc(-c3ccc(Cl)cc3)nc12	94	95	79	98	85	81	.	101
COc1ccc(-c2cnc(-c3ccc(Cl)cc3)[nH]2)cc1OC	43	105	26	117	-56*	106	33	94
CCCCCCCCCCCCCCCC[N+](C)(C)CCCNS(=O)(=O)c1ccc2ccccc2c1	105	105	92	105	98	107	95	109
CC(C(=O)Nc1ccccc1C(=O)NCCN)(c1ccccc1)c1ccccc1	89	82	.	84	99	93	92	93
COC(=O)CC(=O)C1(C)CC1	105	99	100	.	93	101	99	87
NC(=O)c1c2c(c3cccnn13)C(=O)c1ccccc1C2=O	109	96	111	107	95	107	100	105
Cc1c(O)cc(-c2cnc(Nc3ccc(Cl)cc3)s2)c(O)c1C	87	90	88	86	97	67	53	86
Cc1ccc2c(c1)C(C)Cc1c(ncnc1-n1cnc3cc(C)ccc31)N2C (stereo not given)	1.4*	8.4*	10	47	11	12	-0.7*	28
N/C(=N\N=C\c1ccc(Br)cc1)c1c(N)nc(=S)[nH]c1-c1ccc(Cl)cc1Cl	87	99	102	108	97	91	99	101
CC1CC2NN(C(N)=S)C(=N)C2(C#N)C1(C#N)C#N (stereo not given)	91	83	114	102	89	88	95	101
CCN(CC)c1ccc(/C=N\N2CCCCCC2)cc1	105&77	89&94	88	89&104	93	101&82	.	103&110
O=C1c2c(c3c4cccnc4[nH]c3c3ccc4ccccc4c23)C(=O)N1CCN1CCNCC1	-6.6*	44	85	92	27	8.5*	74	64
O=C(O)CCC(=O)c1ccc(C2CCCCCC2)cc1	94	100	100	.	101	87	96	99
COc1cc(NCC(=O)Nc2cc(Nc3ccccc3F)ncn2)c(Cl)c(OC)c1Cl	42	60	74	98	92	87	88	90
C=CN(C(=O)N1CCN(c2cc3c(cc2F)c(=O)c(C(=O)O)cn3C2CC2)CC1)c1nc(-c2ccc(C)cc2)cs1	14	16	-10*	24	4.6*	14	7.0*	18
Nc1nc2c(nc(N3CCSCC3)n2[C@@H]2O[C@H](CO)[C@@H](O)[C@H]2O)c(=O)[nH]1	121	102	105	101	108	109	118	98
Clc1ccc(-c2nnc(COc3ccc(C4=NNC(c5cccs5)C4)cc3)o2)cc1 (stereo not given)	92	104	.	.	95	85	.	115
CSCCC(N)C(=O)NNc1n[nH]c(=S)n1N (stereo not given)	121	104	101	106	108	115	109	103
CCN1CCCc2ccccc21	113	97	77	87	106	103	103	103
C/C(=N\Nc1ncc(-c2ccc(C)cc2)s1)c1cc2ccccc2o1	93	83	86	91	66	87	84	94
N#Cc1ccccc1-c1ccc(CN2C(=O)S/C(=C\c3ccc(Br)cc3)C2=O)cc1	89	97	95	88	100	106	103	95
Carrying on:
SMILES	SR	A549/ATCC	HOP-92	EKVX	CCRF-CEM	MOLT-4	RPMI-8226	HOP-62
COc1ccc(N=Nc2c(N)nn3c(-c4ccc(OC)c(OC)c4)c4[nH]c(=O)nc(N)c4nc23)cc1	94	94	96	93	104	99	104	95
Cc1cc(Cl)nc(N(CCNc2ccnc3cc(Cl)ccc23)Cc2ccco2)n1	-3.1*	61	57	64	8.2*	6.4*	-31*	26
COc1ccc2c(c1)sc1nc(-c3c[nH]c4ccccc34)c(Nc3ccccc3)n12	97	98	85	95	102	98	104	99
CC1=C(C#N)C(=O)NC(C)C1 (stereo not given)	110	95	83	105	102	116	105	99
C1CCCCCc2c(-c3noc4c3CCCCCCCCCC4)noc2CCCC1	95	90	99	88	97	91	97	101
O=C(O)c1ccccc1Oc1cc(-c2ccco2)nc(OCCn2ccnc2)n1	53	96	.	83	92	87	82	97
COc1cc([N+](=O)[O-])c(N)cc1Br	100	96	93	104	96	108	97	.
CC1CC(C)(C)CC(=O)O1 (stereo not given)	.	98	.	.	102	105	98	102
O=C(O)c1ccc(CNc2ccc(C(=O)CCl)cc2)cc1	42	95	77	.	49	88	86	98
c1ccc(N=NC2=NN(c3ccccc3)CS2)cc1	91	101	75	.	102	93	89	101
CCOP1(=O)CC(C)=C(Cl)C(P(=O)(OCc2ccccc2)OCc2ccccc2)C1 (stereo not given)	.	90	95	105	99	96	98	105
NC(=O)C1CC2(C1)CC(C(N)=O)C2 (stereo not given)	91	104	115	.	100	94	104	106
O=C(Cc1ccc([N+](=O)[O-])cc1)c1ccccc1	103	95	65	111	93	100	.	101
NC(N)=N/N=C/c1ccccn1	109	103	90	102	68	110	88	.
CCOC(=O)c1c2c(c(C)n1Cc1ccc(OC)cc1)-c1[nH]c(=O)ncc1CC2	82	103	.	107	104	95	67	88
CCCN1CC(C(=O)OCC)C(=O)C1=O (stereo not given)	103	103	100	.	81	100	101	.
COc1cc2c3c([nH]c(=O)c2cc1OC)CCCC3	83	87	92	55	104	101	100	106
O=C(CN1CCCCC1)Nc1cccc(-c2cc3ccccc3[nH]2)c1	55	80	61	88	77	59	71	99
Cc1ccc(S(=O)(=O)N(CC[C@@H]2C[C@H]2c2cc3ccccc3o2)C(=O)c2cccnc2)cc1	103	87	87	84	86	82	67	100
COc1cc(CNC(=O)C[C@H](C)CCC=C(C)C)ccc1OCc1cn(-c2ccccc2[N+](=O)[O-])nn1	45	66	58	59	37	21	40	78
Cc1cc(=O)[nH]c(SCC(=O)Nc2ccc(-c3nc4ccccc4[nH]3)cc2)n1	106	98	121	108	103	106	100	90
Cc1cc(O)c(/C=N/C(=S)Nc2ccccc2)c(=O)o1	91	117	116	95	124	98	111	92
N#Cc1c(N)n(-c2ccc(OC(F)(F)F)cc2)c2cc(F)ccc12	24	70	100	63	53	28	47	80
